EWS-Fli inh: blocks EWS/Fli oncoprotein-driven transcription; A673 NR0B1-luciferase reporter, viability-normalised; inhibition, % at 12.6 µM; actives 0.67% (n = 350,000); AID 651661;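 active = mean inhibition of at least 50% after viability correction, with every replicate also passing that limit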;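 note: firefly luciferase signal divided by Alamar Blue viability fluorescence both relative to DMSO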
LGR2 inh: blocks bursicon-induced cAMP signaling via Drosophila LGR2. HEK293 LGR2, CRE-luciferase, bursicon-stimulated, 4 h. inhibition, % at 9.99 µM. actives 0.35% (n = 380,000);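 active = drop in luminescence signal, shown as inhibition above about 50% in the replicate tests, limit read from the data, passing the limit was not always enough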;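 note: agonist challenge used bursicon conditioned medium at about half maximal strength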
PglD DTNB: blocks C. jejuni PglD acetyltransferase activity. inhibition, % at 12.5 µM. purified PglD enzyme, DTNB colorimetric CoA detection. actives 0.098% (n = 360,000); in the data active = inhibition above about 16%, passing the limit was not always enough; note: strong numbers were not always called active
PAX8 reporter: lowers PAX8-driven luciferase in RMG-I cells. RMG-I TPO-luciferase reporter, SteadyGlo, 24 h. inhibition, % at 12.6 µM. actives 1.2% (n = 360,000);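 active = mean replicate inhibition at least 60% with every replicate also reaching 60%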;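 note: luciferase light reporting Pax8 driven TPO promoter activity; plate controls were median of neutral control wells for no effect and mitoxantrone controls for full effect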
PGC1a acetyl inh: lowers PGC1a acetylation signal in U2OS cells; AlphaScreen anti-acetyl-lysine; with virally co-expressed GCN5 acetyltransferase; actives 0.17% (n = 350,000); inhibition, % at 15.6 µM;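 active = every replicate shows inhibition of at least 40%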;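 note: 0% = neutral control wells and 100% = positive control wells; some results beyond the cut were filed as inactive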
S100A4 MyoIIA: blocks human S100A4 binding to myosin IIA peptide; AID 652163; inhibition, % at 10.7 µM; actives 0.14% (n = 360,000); S100A4/TAMRA-MyoIIA peptide fluorescence polarization; P26447;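 active = mean inhibition of at least 70% across replicates, with every replicate also reaching that level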
Target sequence (P26447 whole entry, looked up): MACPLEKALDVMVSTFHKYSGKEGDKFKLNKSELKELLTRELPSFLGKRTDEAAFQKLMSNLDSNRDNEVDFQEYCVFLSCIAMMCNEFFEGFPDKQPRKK
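incubation = readout 5 min after mixing, signal stable up to 60 min | system = S100A4 monomer protein | buffer or medium = HEPES pH 7.2 with CaCl2, KCl, NaCl, DTT, Triton | benchmarks = neutral control DMSO, positive control TFP | also added = fluorescent myosin IIA peptide, 5 nM | compound dosing = one concentration per compound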
FN deposition inh: fibronectin deposition inhibition. AH1F fibroblasts, Alexa488-fibronectin deposition fluorescence, overnight. inhibition, % at 12.6 µM. actives 0.086% (n = 350,000). AID 743247;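 active = mean inhibition across replicates of 30% or more, regardless of how many single replicates reach that level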;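 note: positive control wells lacked labelled fibronectin entirely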
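Assay system: AH1F fibroblasts assembling fluorescent fibronectin matrix; Amount: 10000 AH1F cells per well; Buffer or medium: DMEM, 2% serum; Probe or stimulus: Alexa488-fibronectin, 24 nM final in well; Doses: single compound dose, delivered by pin transfer; Incubation: 1 h adhesion, overnight exposure; Measured by: fluorescence 485/525 nm; Read-out: fibronectin deposition inhibition.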
ERAP1 inh: ERAP1 (human) enzyme inhibition. inhibition, % at 10.7 µM. recombinant ERAP1, Leu-AMC fluorescence, 60 min. actives 0.15% (n = 340,000). Q9NZ08;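 active = mean replicate inhibition of at least 30%, or all replicates individually reaching that 30% level; inactive = mean below 30% and not every replicate reaching it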;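 note: 0% = neutral control wells and 100% = L-leucinethiol positive control wells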
Target sequence (Q9NZ08 whole entry, looked up): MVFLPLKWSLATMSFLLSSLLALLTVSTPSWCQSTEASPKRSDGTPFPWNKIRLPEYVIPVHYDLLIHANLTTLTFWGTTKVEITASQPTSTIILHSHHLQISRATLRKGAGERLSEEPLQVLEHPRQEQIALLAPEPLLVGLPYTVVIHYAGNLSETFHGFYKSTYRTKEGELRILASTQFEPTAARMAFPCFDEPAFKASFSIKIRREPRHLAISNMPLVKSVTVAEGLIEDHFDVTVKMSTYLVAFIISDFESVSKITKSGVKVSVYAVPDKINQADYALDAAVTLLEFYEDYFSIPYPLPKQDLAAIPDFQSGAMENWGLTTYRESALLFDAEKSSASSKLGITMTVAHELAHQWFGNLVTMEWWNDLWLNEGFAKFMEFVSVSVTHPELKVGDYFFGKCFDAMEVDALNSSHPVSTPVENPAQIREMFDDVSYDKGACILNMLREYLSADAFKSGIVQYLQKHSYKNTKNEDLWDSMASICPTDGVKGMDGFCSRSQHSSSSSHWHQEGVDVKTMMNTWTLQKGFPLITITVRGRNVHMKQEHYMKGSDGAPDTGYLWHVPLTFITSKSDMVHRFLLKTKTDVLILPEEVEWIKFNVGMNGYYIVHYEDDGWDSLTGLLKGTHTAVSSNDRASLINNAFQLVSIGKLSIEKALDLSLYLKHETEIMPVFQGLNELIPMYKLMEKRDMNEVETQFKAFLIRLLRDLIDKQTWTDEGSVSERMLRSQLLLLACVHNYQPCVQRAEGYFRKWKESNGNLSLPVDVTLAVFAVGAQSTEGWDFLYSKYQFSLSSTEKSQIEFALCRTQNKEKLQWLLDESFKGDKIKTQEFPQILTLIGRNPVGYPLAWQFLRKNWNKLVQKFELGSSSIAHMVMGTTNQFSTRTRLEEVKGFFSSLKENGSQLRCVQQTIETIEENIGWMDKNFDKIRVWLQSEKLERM
Starred values were filed as active, the others as inactive; · = not tested or not shown.

SMILES	EWS-Fli inh	LGR2 inh	PglD DTNB	PAX8 reporter	PGC1a acetyl inh	S100A4 MyoIIA	FN deposition inh	ERAP1 inh
COCCC(=O)N1CCc2ccc(NC(=O)c3ccc(C(F)(F)F)cc3)cc2C1	-8	-14	3	16	6	-1	1	2
CSc1ccc(CCNC(=O)CCc2nnc3ccc(N4CCOCC4)nn23)cc1	-2	25	0	13	2	-4	0	-3
CCOc1ccc(N(CC(=O)NC2CCCCC2)C(=O)CCC(=O)Nc2nc(C)cs2)cc1	7	5	-6	17	-34	-8	-23	-4
COc1cccc(NC(=O)c2c(C)cc(C)cc2CC(C)(C)C(=O)O)c1	1	-16	·	4	-1	-2	-4	2
O=C(C[C@H]1CC[C@H]2[C@@H](COC[C@H](O)CN2C(=O)c2ccccc2F)O1)NCc1ccccc1	6	-3	0	2	-3	-32	-4	2
O=C(C[C@H]1C=C[C@@H](NS(=O)(=O)c2ccc(F)cc2)[C@H](CO)O1)N1CCN(c2ccccc2)CC1	-1	0	-1	4	-5	-5	·	0
Cc1ccc(N2CC(C(=O)NCc3nnnn3-c3ccc(C)c(C)c3)CC2=O)cc1 (stereo unspecified)	·	-2	1	-8	·	0	6	0
Cc1ccc(S(=O)(=O)Nc2c(C)n(C)n(-c3ccccc3)c2=O)cc1C(=O)NCc1ccccc1	5	5	3	2	3	-5	7	3
Cc1cccc2sc(NNC(=O)c3cc(=O)c4ccccc4o3)nc12	-3	-54	-1	-5	5	-1	-9	3
C1=CCN(c2nc(N3CCOCC3)nc(N3CCCc4ccccc43)n2)CC1	9	·	0	29	-9	0	3	1
O=S(=O)(N1CCCCCC1)N1CCN(S(=O)(=O)N2CCCCC2)CC1	0	-8	1	·	1	7	·	1
CCc1cccc(C)c1NC(=O)CCCN1C(=O)NC(C)(C)C1=O	6	3	-5	3	6	-16	0	2
CC1CC(=O)C(C2c3ccccc3CCN2C(=O)CCl)C(=O)C1 (stereo unspecified)	-1	·	·	-1	·	-2	9	3
C[C@@H]1CN([C@@H](C)CO)C(=O)c2cccc(NC(=O)C3CC3)c2O[C@@H]1CN(C)S(=O)(=O)c1cn(C)cn1	-7	-12	1	-2	9	4	·	-1
O=C1[C@H]2[C@@H](/C=C/c3ccccc3)N3C(=O)CN(CC4CC4)C(=O)[C@@]3(Cc3ccccc3)[C@H]2C(=O)N1c1ccccc1	-5	·	-3	-13	6	-5	4	·
O=[N+]([O-])c1ccc(N2CCCC2)nc1	3	·	-12	0	-4	-2	-3	4
CC1CCCC(NC(=O)CSc2ncnc3ccccc23)C1C (stereo unspecified)	-1	12	2	22	-6	3	-7	-3
COc1ccc(OCc2nnc(SCC(=O)Nc3cccc(C(C)=O)c3)o2)cc1	-9	·	4	-4	3	-1	12	1
O=C(CSc1ncnc2ccccc12)N1CCNC1=O	-39	-31	-4	4	2	5	1	5
c1ccc(-n2cnc3ccccc32)nc1	-1	-20	4	-27	19	-6	13	-1
O=C1Cn2nnc(-c3ccccc3)c2C2c3ccccc3CCN12 (stereo unspecified)	3	8	-6	-4	-13	3	-7	4
CC1(O)N(CCC(=O)Nc2cccc(F)c2)C(=O)OC12CCCCC2 (stereo unspecified)	-2	2	·	6	-1	-14	-5	-4
O=C(c1cc(C2CC2)nn1-c1ccccc1)N1CCN(S(=O)(=O)c2cccc(F)c2)CC1	11	-5	1	14	-11	-14	7	-1
COC(=O)Cn1c(=NC(=O)CSC(C)=O)sc2ccccc21	3	8	-2	12	8	1	-5	-2
Cc1cc(=O)oc(C)c1C(=O)NCc1cccnc1	-18	2	4	·	4	2	·	2
CC(C)NC(=O)N[C@H]1C=C[C@@H](CC(=O)NCCN2CCCC2)O[C@H]1CO	15	-8	3	-17	5	13	5	-2
O=C(Nc1ccc(F)cc1F)c1cc(-c2ccco2)nc2ccccc12	-7	-6	4	2	·	-6	-9	-1
Fc1ccc(CSc2ncnc3c2ncn3C2CCCCO2)cc1 (stereo unspecified)	-47	-65	·	-81	·	2	12	-5
CN(C)CCOC(=O)CCCCCCCCC(=O)OCCN(C)C	2	0	·	-12	0	-2	0	·
CCOC(=O)n1c2ccccc2c(=O)n1CCO	-1	-11	3	-6	14	-3	6	-1
CCOc1ccc(S(=O)(=O)N2CCC(C(=O)OC(C)C(=O)N(C)C3CCCCC3)CC2)cc1 (stereo unspecified)	5	-24	-6	0	-15	0	·	-5
Cc1ccc(OCC(=O)Nc2ccncc2)cc1	0	2	1	5	-8	-1	1	8
CC(C)N(C)c1ncnc2c1ncn2[C@H]1CN(Cc2ccc(Cl)cc2)C[C@@H](CO)O1	8	-25	-4	5	·	-1	0	6
CC(=O)N(C)c1ccc(NS(=O)(=O)c2cc(Cl)ccc2Cl)cc1	2	·	-6	5	4	3	-4	-1
NC(=S)N/N=C/c1coc2ccc(Br)cc2c1=O	-4	·	0	-20	5	26	12	3
COc1ccc(-c2nc(C)ncc2-c2ccccc2)c(O)c1	1	-3	5	-29	-5	-1	-2	0
CC(=O)N1[C@H](CO)[C@@H](c2ccccc2)[C@H]1CNC(=O)CN1CCOCC1	2	-3	-3	-3	8	-17	2	·
CN1C(=O)c2cc(NC(=O)c3ccc(C(F)(F)F)cc3)ccc2OC[C@H]2O[C@@H](CC(=O)NC3Cc4ccccc4C3)CC[C@H]21	15	25	1	50	-10	9	5	·
CCN1CCCC1CNC(=O)CN(C)S(=O)(=O)c1ccc(Cl)cc1 (stereo unspecified)	-2	4	4	4	·	-2	8	2
CCOC(=O)C1CCCN(C(=O)Cn2ncc3c([nH]c4ccc(C)cc43)c2=O)C1 (stereo unspecified)	7	-14	-2	11	-8	0	-3	4

Sorted by value in LGR2 inh (low to high): some entries from above.
SMILES | LGR2 inh
CC(C)N(C)c1ncnc2c1ncn2[C@H]1CN(Cc2ccc(Cl)cc2)C[C@@H](CO)O1 | -25
CCOc1ccc(S(=O)(=O)N2CCC(C(=O)OC(C)C(=O)N(C)C3CCCCC3)CC2)cc1 (stereo unspecified) | -24
CCOC(=O)C1CCCN(C(=O)Cn2ncc3c([nH]c4ccc(C)cc43)c2=O)C1 (stereo unspecified) | -14
CC(=O)N1[C@H](CO)[C@@H](c2ccccc2)[C@H]1CNC(=O)CN1CCOCC1 | -3
CCN1CCCC1CNC(=O)CN(C)S(=O)(=O)c1ccc(Cl)cc1 (stereo unspecified) | 4
CN1C(=O)c2cc(NC(=O)c3ccc(C(F)(F)F)cc3)ccc2OC[C@H]2O[C@@H](CC(=O)NC3Cc4ccccc4C3)CC[C@H]21 | 25

(list continues)
SMILES	EWS-Fli inh	LGR2 inh	PglD DTNB	PAX8 reporter	PGC1a acetyl inh	S100A4 MyoIIA	FN deposition inh	ERAP1 inh
COc1cccc(NC(=O)COC(=O)Cn2c(C)csc2=O)c1	-5	1	2	-8	8	1	-8	3
CCC(C)NCCOc1cccc(Br)c1 (stereo unspecified)	6	2	1	15	·	0	3	7
Cc1cc(S(=O)(=O)NCc2cccnc2)ccc1-n1cnnn1	·	-4	-2	·	-6	3	·	0
O=C(OCC(=O)N1CCCC1=O)C1COc2ccccc2O1 (stereo unspecified)	-13	-3	·	2	·	10	·	-6
CN1CCn2cnc(C(=O)NCc3ccc(CNC(=O)OC(C)(C)C)cc3)c2C1=O	-3	5	2	-1	5	-13	-5	-4
C[C@@H]1CN([C@@H](C)CO)C(=O)Cc2cc(NC(=O)Cc3cn(C)c4ccccc34)ccc2O[C@@H]1CN(C)Cc1ccc(C(F)(F)F)cc1	4	8	4	17	-6	2	-5	-1
CCC(CO)Oc1cc(NCc2ccc(C)cc2)c2ncn(C(C)C)c2c1 (stereo unspecified)	1	-3	-1	-11	·	0	-5	-1
COc1ccccc1NC(=O)N1C[C@@H](C)[C@H](OC)CN(C)C(=O)c2ccc(NC(=O)c3cc(C)on3)cc2OC[C@H]1C	0	-10	-4	7	-6	-5	-5	0
O=C(Nc1ccccc1F)N1C[C@H]2[C@@H](c3ccccc31)[C@@H](CO)N2C(=O)c1ccccn1	-15	-11	6	-75	-5	61	·	3
O=C(Nc1ccc(F)cc1)C1CCCN(S(=O)(=O)c2ccc(-n3cnnn3)cc2)C1 (stereo unspecified)	6	0	6	1	-11	-8	11	-1
CCC(=O)NC[C@H]1N[C@H](CO)[C@@H]1c1ccc(-c2ccccc2F)cc1	1	15	·	·	·	1	-1	-4
O=C(O)c1cc2nccc(-c3ccco3)n2n1	-1	1	3	-17	4	5	-2	-10
COc1ccc(CNC(=O)C[C@H]2C[C@@H]3c4cc(N(C)C)ccc4O[C@@H]3[C@@H](CO)O2)cc1	-10	14	·	·	·	12	-5	2
C[C@H](NC(=O)C[C@@H]1C[C@@H]2c3cc(NC(=O)C4CCOCC4)ccc3O[C@@H]2[C@H](CO)O1)c1ccccc1	2	1	-1	-18	6	2	·	-2
COC(=O)c1cccc(NC(=O)c2ccc3c(c2)C(=O)N(CC2CCCO2)C3=O)c1 (stereo unspecified)	·	·	4	5	11	·	-10	·
COc1ccc(C(=O)c2cc3c(cc2[N+](=O)[O-])OCCO3)cc1	9	5	·	-18	9	-1	·	6
COc1ccc(C(=O)c2c[nH]c(C(=O)N=CN(C)C)c2)cc1	-21	-6	·	-11	·	-5	-2	-2
O=C(Cn1nnc(-c2ccc(N3CCOCC3)cc2)n1)OC1CCCCC1	·	·	8	9	-3	·	3	·
CCCN1C[C@@H](C)[C@@H](OC)CN(C)C(=O)c2cc(NC(=O)NC3CCCC3)ccc2OC[C@@H]1C	-6	3	·	-5	-1	-5	3	0
Cc1cc(C)cc(NC(=O)N2CCCN(c3ncccc3[N+](=O)[O-])CC2)c1	-5	-3	-3	-15	2	-3	4	·

The last 2 records of the part above come first, to join the parts.
SMILES	EWS-Fli inh	LGR2 inh	PglD DTNB	PAX8 reporter	PGC1a acetyl inh	S100A4 MyoIIA	FN deposition inh	ERAP1 inh
CCCN1C[C@@H](C)[C@@H](OC)CN(C)C(=O)c2cc(NC(=O)NC3CCCC3)ccc2OC[C@@H]1C	-6	3	·	-5	-1	-5	3	0
Cc1cc(C)cc(NC(=O)N2CCCN(c3ncccc3[N+](=O)[O-])CC2)c1	-5	-3	-3	-15	2	-3	4	·
O=C(COc1ccc(Cl)cc1Br)Nc1cccc(S(=O)(=O)N2CCCC2)c1	-6	-20	-2	-21	2	-3	2	-2
CCCN1C(=O)c2ccccc2NC1c1ccc(C)cc1 (stereo unspecified)	-2	28	·	-2	·	-2	-6	-9
O=C(CN(Cc1ccccc1)C(=O)c1cccc([N+](=O)[O-])c1)Nc1c(Cl)cc(Cl)cc1Cl	12	-7	-1	9	·	0	3	-3
COc1cccc(C(=O)NCCS(=O)(=O)NCc2cccs2)c1	0	3	·	-5	·	-1	-1	-2
CNC[C@@H]1Oc2ccc(NS(=O)(=O)c3cn(C)cn3)cc2CC(=O)N([C@@H](C)CO)C[C@@H]1C	-12	30	-1	-10	-4	11	2	5
CCOC(=O)Cc1c(-c2cccc(Cl)c2)nc2c3ccccc3ccn12	2	-7	·	17	·	3	9	0
CC(C)[C@H](NC(=O)c1ccccc1F)C(=O)OCC(=O)NC1CC1	-41	9	4	1	-15	-11	-3	-10
O=C(C[n+]1cccc(Br)c1)c1ccc(-c2ccccc2)cc1	3	-104	-1	8	-9	-5	3	-1
Cc1cccc(NC(=O)CSc2nnc(CCCCCNC(=O)OC(C)(C)C)o2)c1C	·	·	0	13	-7	·	-10	·
O=C(CSc1ccc(-c2ccco2)nn1)N1CCCC1	-1	9	-4	15	3	-3	0	-2
O=C(Oc1ccc2[nH]cc(CCN3C(=O)c4ccccc4C3=O)c2c1)c1ccco1	-23	-13	·	·	·	2	·	3

High-throughput results as filed in PubChem.
